OX1R antag-1: blocks the human orexin 1 receptor; AID 434989; O43613; actives 0.43% (n = 330,000); CHO/OX1R cells, Fluo-8 calcium fluorescence, orexin A; inhibition, % at 5 µM;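 active = inhibition above its plate's threshold, mean inhibition of all tested compounds on the plate plus 3 SD, cut at about 37% in these data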;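 also: 0% = orexin A challenge wells and 100% = SB-334867-A antagonist wells; not every result past the cut was called active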
Target sequence (O43613 whole entry, looked up): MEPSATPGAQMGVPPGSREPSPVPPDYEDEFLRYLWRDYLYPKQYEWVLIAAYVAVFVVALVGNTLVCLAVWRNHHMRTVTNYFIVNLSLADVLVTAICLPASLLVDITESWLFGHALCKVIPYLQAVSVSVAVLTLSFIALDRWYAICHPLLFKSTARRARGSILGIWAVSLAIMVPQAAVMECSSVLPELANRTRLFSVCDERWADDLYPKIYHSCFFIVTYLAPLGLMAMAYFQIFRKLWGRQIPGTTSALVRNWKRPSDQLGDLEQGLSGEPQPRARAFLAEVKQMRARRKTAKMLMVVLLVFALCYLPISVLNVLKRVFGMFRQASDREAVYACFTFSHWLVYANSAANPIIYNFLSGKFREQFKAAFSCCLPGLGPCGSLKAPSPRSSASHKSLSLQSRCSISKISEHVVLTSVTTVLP
OX1R antag-2: antagonists of human orexin 1 receptor (OX1R). inhibition, % at 6.6 µM. AID 485270. O43613. actives 1.8% (n = 330,000). OX1R-expressing cells, FRET antagonist read-out; in the data active = inhibition mostly above about 38%, no sharp cut-off; inactive = mostly below about 40%;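 also: 0% = agonist challenge alone and 100% = reference antagonist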
Active calls of the source: *.

Values run as follows: OX1R antag-1	OX1R antag-2
> Cc1cccc(NC(=O)Cn2nnc(-c3cccs3)n2)c1C
  0	7
> CCOC(=O)c1nnc2cc(-c3ccccc3)nn2c1C
  -25	34
> Cc1cccc(NC(=O)c2cc([N+](=O)[O-])ccc2N2CCCCC2)n1
  -19	16
> O=C(C[C@H]1C/C=C/CC[C@H](Cc2ccc(F)cc2)C(=O)O[C@H](c2ccccc2)CNC1=O)NCCO
  -9	-4
> C=CCNS(=O)(=O)c1ccc2nsnc2c1
  5	36
> c1ccc(SCc2nc3ccccc3[nH]2)cc1
  -13	10
> O=C(NCc1ccccn1)C1CN(S(=O)(=O)c2ccccc2)CCN1S(=O)(=O)c1ccccc1 (centres undefined)
  -22	25
> Cc1ccc(CSc2nnc(-c3cnccn3)n2C)cc1
  9	9
> C[n+]1ccccc1/C=C/c1ccc(C#N)cc1
  -7	19
> CC(C)CC(O)(CC(C)C)C(=O)NNc1ccccc1
  -23	6
> Cc1ccc(C)c(OCC(O)CN2CCC(Cc3ccccc3)CC2)c1 (centres undefined)
  22	15
> Cc1cc(C(=O)c2ccc(C(C)(C)C)cc2)c(NC(=O)CCl)s1
  -26	-4
> CCC(=O)Nc1cccc(-c2cn3ccsc3n2)c1
  -23	25
> O=C(O)Cn1c(CCS(=O)(=O)c2ccc(Br)cc2)nc2ccccc21
  -6	8
> Cc1cccc(CSCc2ccc(C(=O)NC(C)C)o2)c1
  -20	8

Looked up above.
`CCOC(=O)c1nnc2cc(-c3ccccc3)nn2c1C` – OX1R antag-2 = 34
`O=C(NCc1ccccn1)C1CN(S(=O)(=O)c2ccccc2)CCN1S(=O)(=O)c1ccccc1` (centres undefined) – OX1R antag-1 = -22
`Cc1cc(C(=O)c2ccc(C(C)(C)C)cc2)c(NC(=O)CCl)s1` – OX1R antag-1 = -26
`CCC(=O)Nc1cccc(-c2cn3ccsc3n2)c1` – OX1R antag-2 = 25

New compounds follow:
Values run as follows: OX1R antag-1	OX1R antag-2
> CCn1cc(-c2cc(C(=O)O)c3ccccc3n2)c(C)n1
  0	7
> Cc1ccc(S(=O)(=O)N2CCCCC2)cc1C(=O)OC1CCCCC1=O (centres undefined)
  -30	5
> CCSCc1nnc(SCC(=O)c2ccc(OC)cc2)n1C
  -5	9
> O=C(NC(=S)Nc1cc(C(F)(F)F)ccc1Cl)c1ccccc1
  -27	9
> COc1ccc(C2=CC3=CC(=O)C(C)(O)C(=O)C3=CO2)cc1 (centres undefined)
  -3	31
> CC(C)CC(=O)Nc1ccc2c(c1)nc(CCN1CCCCC1)n2C
  -6	5
> Cc1ccc(-n2ncc(C(=O)NC3CC3)c2C2CCN(C(=O)OC(C)(C)C)CC2)cc1
  -30	-5
> COc1cc(OC)cc(-c2nnc(SCc3c(F)cccc3Cl)o2)c1
  -18	33
> Cc1nc(NS(=O)(=O)c2ccccc2)sc1NC(=O)OC(C)C
  0	11
> CCc1ccc(C)c(OC(=O)c2cncc(Br)c2)c1
  -5	-3
> COc1ccc(OC)c(C(=O)c2ccccc2)c1
  1	22
> Cc1ccc(C(=O)N2CCN(c3ccc(NC(=O)Cc4ccccc4)cc3)CC2)cc1
  -20	9
> Cc1cc(C(=O)Nc2ccc(Cl)cc2)c(C)n1-c1ccccc1
  -29	22
> COCCCNC(=O)C1=CCN(S(=O)(=O)c2ccc(OC)cc2)CC1
  -9	4
> CCOc1ccc(/C=N/NC(=O)c2nnn(-c3nonc3N)c2-c2ccc(OCC)cc2)cc1
  -22	13

Later entries:
Values run as follows: OX1R antag-1	OX1R antag-2
> O=C(O)c1cccc(S(=O)(=O)NCC2CCCO2)c1 (centres undefined)
  2	-2
> CCOC(=O)c1cc(NC(=O)CC(C)(C)CC(=O)O)ccc1N1CCCCC1
  -6	30
> CC(C)NCC(O)c1ccc2ccccc2c1 (centres undefined)
  -3	13
> Cc1c(C(=O)N(Cc2ccccc2)Cc2cccs2)cnn1-c1ccc(Cl)cc1
  -38	19
> COc1cc(NS(=O)(=O)c2ccc(NC(=S)NC(=O)C3CCCC3)cc2)nc(OC)n1
  -29	6
> COCCNC(=O)CSc1ccccc1C(=O)O
  1	3
> CN(CCNC(=O)c1cccc(N2CCCC2=O)c1)Cc1ccccc1
  -17	19
> O=C(CSc1nnc(-c2cccs2)o1)c1cccs1
  -19	13
> CC(O)CC(=O)NOCc1ccccc1 (centres undefined)
  17	19
> O=C(COC(=O)c1ccccc1O)NCC1COc2ccccc2O1 (centres undefined)
  -8	3
> CC1(C)Cc2ccccc2C(CSc2ccccc2C(=O)O)=N1
  -41	31
> Cc1oc2c(CN(C)C)c(O)ccc2c(=O)c1-c1ccc2ccccc2n1
  -4	-3
> COc1ccc(N2C(=O)CSC2c2ccncc2)cc1 (centres undefined)
  -7	33
> CN1CCN(C(=O)/C(=C/c2cn(C)c3ccccc23)NC(=O)c2ccccc2)CC1
  -5	3
> O=C(OCn1ncc(Cl)c(Cl)c1=O)c1ccc(F)cc1
  27	10

Continued:
Values run as follows: OX1R antag-1	OX1R antag-2
> Cc1ccc(CNC(=O)C2CCCN(S(=O)(=O)N3CC(C)CC(C)C3)C2)cc1 (centres undefined)
  -32	19
> COc1ccc(NC(=S)NCCCn2ccnc2)cc1
  5	9
> O=c1cc(N2CCc3ccccc32)[nH]c(=O)n1-c1ccc(Br)cc1
  -23	11
> O=C(CSc1ncnc2nc[nH]c12)Nc1ccccc1C(F)(F)F
  -3	17
> NS(=O)(=O)c1ccc(CNC(=O)CCC2CCCCC2)cc1
  -16	21
> CC(NC(=O)Cc1cccs1)c1ccncc1 (centres undefined)
  2	2
> Cn1c(COc2ccccc2)nnc1SCCC(=O)Nc1ccccc1
  -23	30
> COc1ccc(NC(=O)COC(=O)c2ccc(S(=O)(=O)N3CCCC3)cc2)cc1OC
  -14	-4
> Brc1ccc(C2=CC(c3cccs3)n3ncnc3N2)cc1 (centres undefined)
  33	31
> Cc1ccc(C)c2nc(SCC(=O)Nc3ccc4c(c3)OCO4)c(C#N)cc12
  7	3
> Cc1cc(CN(C)C(=O)CC2C(=O)NCCN2Cc2c(F)cccc2Cl)on1 (centres undefined)
  -13	5
> CC(OC(=O)/C(C#N)=C/c1ccco1)C(=O)N(C)c1ccccc1 (centres undefined)
  5	26
> CC(C)(C)C1CCc2c(sc(NC(=O)C3CCCO3)c2C(N)=O)C1 (centres undefined)
  -24	28
> CCCCN(CC)C(=O)CN1C(=O)c2ccccc2C1=O
  -8	47
> Cc1ccc(C)c(NC(=O)COC(=O)COc2cccc3c2OC(C)(C)C3)c1
  -19	19

The list continues:
Values run as follows: OX1R antag-1	OX1R antag-2
> CN(C)N=Nc1ccc(S(=O)(=O)NC(=O)Cc2ccccc2)cc1
  -4	9
> Fc1cccc(CCN2CCNC[C@H]2Cc2cccc3ccccc23)c1
  -7	18
> COc1cccc(N2CC(C(=O)NNC(=O)c3ccc(Cl)cc3)CC2=O)c1 (centres undefined)
  7	3
> O=C(C1CCC1)N1CCc2cc(S(=O)(=O)NCCN3CCN(c4ccccc4F)CC3)ccc21
  14	31
> Cc1cc(C)c(S(=O)(=O)N2CCN(C(=O)C3CCCO3)CC2)c(C)c1 (centres undefined)
  -9	8
> Cc1cc(C)nc(CCNC(=O)c2cc(COc3ccc(F)cc3F)on2)n1
  -9	10
> CCOC(=O)Cc1csc(NC(=O)CCCCCN2C(=O)c3cccc4cccc(c34)C2=O)n1
  -26	14
> CC1CC(C)CN(C(=O)c2ccc(S(=O)(=O)N3CCCCC3)cc2)C1 (centres undefined)
  -18	5
> CCn1ccnc1CN1CCC(CO)(CCOc2ccccc2)CC1
  -25	7
> O=C(Nc1ccc(CN2CCCCC2)cc1)c1ccc2c(c1)OCO2
  -17	10
> COCCCNCCOc1ccccc1-c1ccccc1
  -19	8
> O=C(Nc1cccc(Cl)c1)OC1CCCCc2cccnc21 (centres undefined)
  -19	9
> CC(=O)c1c(C)[nH]c(C(=O)NCc2ccccn2)c1C
  -4	-2
> Cc1nnc(NC(=O)CSc2nnc(CNC(=O)C34CC5CC(CC(C5)C3)C4)n2C2CCCCC2)s1
  -2	-3
> Cc1cccc(N2CCN(c3nnc(C(F)(F)F)s3)CC2)c1
  -17	13

(list continues)
Values run as follows: OX1R antag-1	OX1R antag-2
> Cc1cccc(C)c1NC(=O)CN(C)C(=O)c1cccc(S(=O)(=O)N2CCN(C)CC2)c1
  -15	0
> Cc1cccc(C(=O)N2CCc3ccccc3C2)c1[N+](=O)[O-]
  -4	21
> CCn1cc(CNC(=O)c2cc([N+](=O)[O-])c(C)c([N+](=O)[O-])c2)cn1
  10	23
> CC[C@H](C)[C@@H](NC(=O)O[C@@H]1C(=O)c2cc(OC)ccc2O[C@H]1c1ccc(OC)c(Br)c1)C(=O)OC
  -33	36
> O=C(NCc1ccccc1)C1CCN(c2nc(-c3ccccc3)nc3c2CCC3)CC1
  -14	55
> O=C(Nc1cc(F)cc(F)c1)c1sc(Cl)nc1-c1ccccc1
  -12	13
> Cc1cc(NC(=O)CSc2nc3cc(Cl)ccc3c(=O)n2CC(C)C)no1
  -19	18
> Cc1ccsc1/C=N/NC(=O)c1cccc(S(=O)(=O)Nc2ccccc2Cl)c1
  -22	24
> COc1ccc(NC(=O)CCC(=O)N/N=C/c2ccc([N+](=O)[O-])s2)cc1
  -5	81*
> O=C(NCc1cccnc1)C1CCN(c2ccc(S(=O)(=O)N3CCOCC3)cc2Cl)CC1
  -26	13
> COc1ccc(C(=O)NCCc2c[nH]c3ccccc23)cc1S(=O)(=O)N1CCOCC1
  -26	10
> CSc1nsc(SC)c1NC(=O)Nc1ccccc1C
  -9	4
> CSc1ccccc1NC(=O)c1ccc(Br)o1
  -19	10
> CC(=O)NCCSC(=O)c1ccc(F)cc1
  3	16
> COc1cc(OC)cc(C(=O)NCC(=O)OCc2nc3ccccc3s2)c1
  -37	12

Sorted by number of heavy atoms (descending): 7 of the compounds above
Values run as follows: OX1R antag-1	OX1R antag-2
> Cc1ccsc1/C=N/NC(=O)c1cccc(S(=O)(=O)Nc2ccccc2Cl)c1
  -22	24
> Cc1ccc(C)c(OCC(O)CN2CCC(Cc3ccccc3)CC2)c1 (centres undefined)
  22	15
> O=C(CSc1ncnc2nc[nH]c12)Nc1ccccc1C(F)(F)F
  -3	17
> Cc1nc(NS(=O)(=O)c2ccccc2)sc1NC(=O)OC(C)C
  0	11
> Cc1cccc(N2CCN(c3nnc(C(F)(F)F)s3)CC2)c1
  -17	13
> CCCCN(CC)C(=O)CN1C(=O)c2ccccc2C1=O
  -8	47
> CC(=O)c1c(C)[nH]c(C(=O)NCc2ccccn2)c1C
  -4	-2

(further entries)
Values run as follows: OX1R antag-1	OX1R antag-2
> O=C(O)c1ccc(NS(=O)(=O)c2cc(Cl)ccc2Cl)cc1
  -23	1
> CCCOC(=O)c1ccc(NC(=O)c2ccc(Br)o2)cc1
  -9	23
> NC(=O)c1csc(-c2ccncc2)n1
  -9	8
> Cc1ccc(S(=O)(=O)N2CCCN(C(=O)OC(C)(C)C)CC2)cc1
  -15	24
> CCC(C)[C@H]1CN=C(N)N1CC1CCCCC1 (some centres undefined)
  11	-1
> Cc1ccc(C)c(S(=O)(=O)Nc2ccc3sc(C)nc3c2)c1
  27	61
> COc1ccc2nc(NC(=O)CN3C(=O)NC4(CCCCC4)C3=O)sc2c1
  -3	36
> CCOc1ccc(S(=O)(=O)N2CCOCC2)c2ccccc12
  -23	23
> COc1ccc(-c2nnc(-c3cccnc3)o2)cc1
  1	7
> CC1(C)Cc2c(C#N)c(NC3CCCCC3)nc(-c3ccco3)c2CO1
  -27	17
> CCOc1ccccc1CNn1nnnc1N
  2	3
> COc1cc(C)c(CN2CCN(S(=O)(=O)c3ccc(Cl)s3)CC2)cc1OC
  -15	12
> CC(c1ccccc1)N1C(=O)c2ccc(C(=O)Nc3ccccc3C(=O)O)cc2C1=O (centres undefined)
  -13	70*
> Cc1ccc(NC(=O)CSc2nnc(C3CC3)n2CC2CCCO2)cc1C (centres undefined)
  8	12
> COc1cccc2cc(C(=O)C3=C(O)C(=O)N(CCN4CCOCC4)C3c3ccc(C)o3)oc12 (centres undefined)
  -19	12

The list goes on (3 carried over from the part before).
Values run as follows: OX1R antag-1	OX1R antag-2
> CC(c1ccccc1)N1C(=O)c2ccc(C(=O)Nc3ccccc3C(=O)O)cc2C1=O (centres undefined)
  -13	70*
> Cc1ccc(NC(=O)CSc2nnc(C3CC3)n2CC2CCCO2)cc1C (centres undefined)
  8	12
> COc1cccc2cc(C(=O)C3=C(O)C(=O)N(CCN4CCOCC4)C3c3ccc(C)o3)oc12 (centres undefined)
  -19	12
> O=C(CCN1CCOCC1)Nc1cc(C(=O)Nc2ccc(Cl)cc2)ccc1N1CC2CC(C1)c1cccc(=O)n1C2 (centres undefined)
  -22	11
> CC(CNC(=O)CN1C(=O)NC2(CCCCC2)C1=O)c1ccccc1 (centres undefined)
  -18	11
> COc1ccc(-c2ccc(OC)cc2)cc1
  -3	5
> Cc1c(N2C(=O)CS/C2=N\N=C\c2ccccc2O)c(=O)n(-c2ccccc2)n1C
  -12	1
> Cc1ccc(NC(=O)/C(=C/c2ccc([N+](=O)[O-])cc2)NC(=O)c2ccccc2)cc1
  8	21
> Cc1nn(-c2cccc(C(=O)O)c2)c(C)c1Oc1ccccc1O
  -5	12
> O=C(NCCN1CCOCC1)c1cc2ccccc2o1
  -12	16
> CN(C)S(=O)(=O)c1cccc(NC(=O)CC23CC4CC(CC(C4)C2)C3)c1
  -20	25
> OCCNc1nnc(-c2ccccc2)c(-c2ccccc2)n1
  -6	10
> Cc1ccc2cc(C(c3nnnn3Cc3ccccc3)N3CCc4ccccc43)c(=O)[nH]c2c1 (centres undefined)
  -7	6
> Cc1cccc(CN2CCN(C(=S)Nc3ccccc3)CC2)c1
  -6	0
> CCOc1cccc(-c2nnc3n2N=C(c2cc(OC)ccc2OC)CS3)c1
  -21	10
